BAZ2B block = BAZ2B (human) inhibition; AlphaScreen BAZ2B-H3K14Ac peptide displacement; Potency, µM (top dose mostly 114 µM), without a hit: top-dose activity change, negative = inhibition, usual class: inhibitors; actives 4.4% (n = 360,000); AID 504333; note: % is set by controls: 0 for no effect and ±100 for the full control effect; nearly all actives have a fitted effect of over 60% in size
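BAZ2B (50 nM) with biotin-H3(5-23)K14Ac peptide (50 nM) in PBS pH 7.4, 0.01% Tween-20, preformed 30 min, then compound 30 min at room temperature; top concentration 110uM. AlphaScreen streptavidin donor/nickel chelate acceptor beads (10 ug/mL final), 20 min dark, signal read.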
Pol eta inh = inhibitors of human DNA polymerase eta | Potency, µM (series often up to 114 µM), for inactives: at the top dose activity change, negative = inhibition, most hits filed as inhibitors | actives 1.2% (n = 390,000) | recombinant Pol eta, fluorescent DNA replication assay; note: % is set by controls: 0 for no effect and ±100 for the full control effect
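Pol eta (10 nM) was preincubated with compounds for 15 min at room temperature, after which fluorescent replication substrate (50 nM final) was added to start the reaction. Fluorescence was read kinetically at 0 and 10 min.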
G9a inh = inhibitors of human histone lysine methyltransferase G9a | Q96KQ7 | G9a H3K9 monomethylation, AlphaScreen, 2 h | AID 504332 | actives 8.8% (n = 350,000) | Potency, µM (top dose mostly 102 µM), inactives show top-dose activity, negative = inhibition, hits mostly inhibitors; note: % is set by controls: 0 for no effect and ±100 for the full control effect; nearly all actives have a fitted effect of over 75% in size
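Using a bead-based AlphaScreen, monomethylated H3K9 product from 2 h room-temperature reactions (G9a 20 nM, peptide 500 nM, SAM 20 uM) was detected with 0.5 ug/mL rabbit anti-H3K9me1 antibody.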
Pol beta inh = inhibitors of human DNA polymerase beta | P06746 | Pol beta primer extension/strand displacement, fluorescence kinetic | actives 1.3% (n = 340,000) | Potency, µM (series often up to 114 µM), inactives show top-dose activity change, negative = inhibition, actives largely listed as inhibitors; note: % is set by controls: 0 for no effect and ±100 for the full control effect
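Pol beta (10 nM) was preincubated with compound for 15 min at room temperature. The reaction was then started with 50 nM substrate and read immediately and after a further 10 min at room temperature.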
APE1 inh = inhibitors of human APE1 endonuclease; P27695; recombinant APE1, TAMRA/BHQ-2 abasic DNA cleavage fluorescence; Potency, µM (highest dose often 65.8 µM), inactives show at the top dose activity change, negative = inhibition, actives largely listed as inhibitors; actives 0.35% (n = 350,000); AID 2517;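 note: plate controls were vehicle for no effect and reference inhibitor for full effect; nearly all actives have a fitted effect of over 55% in size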
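0.75 nM APE1 + cpd, 15 min RT; start w/ 50 nM TAMRA/BHQ-2 THF-abasic dsDNA; kinetic fluor 525/598 nm ×3 reads @60 s; Δ(read3−read1); normalized to DMSO and NSC13755 control wells.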
POLI inh = blocks human DNA polymerase iota activity; Q9UNA4; Pol iota fluorescent replication assay, 10 min; Potency, µM (doses to about 115 µM), without a hit: at the top dose activity, negative = inhibition, usual class: inhibitors; actives 1% (n = 390,000); AID 588590
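Fluorescent replication assay read twice, at 0 min and 10 min after adding 50 nM (final) substrate. Enzyme (10 nM) and compounds were first incubated 15 min at room temperature; enzyme-free buffer wells were negative controls.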
JMJD2A Tudor inh = blocks the human JMJD2A Tudor domain; O75164; AlphaScreen JMJD2A-Tudor / H3K4me3 peptide binding; Potency, µM (titrated, usually from 114 µM), for inactives: top-dose activity change, negative = inhibition, hits mostly inhibitors; actives 4.4% (n = 390,000); note: % is set by controls: 0 for no effect and ±100 for the full control effect; nearly all actives have a fitted effect of over 50% in size
POLK inh = blocks human DNA polymerase kappa activity; Q9UBT6; purified Pol kappa, fluorescent DNA synthesis assay, 10 min; Potency, µM (titrated, usually from 107 µM), inactives show at the top dose activity, negative = inhibition, usual class: inhibitors; actives 0.53% (n = 400,000); note: % is set by controls: 0 for no effect and ±100 for the full control effect
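Kinetic fluorescence screen: compound preincubated 15 min RT with 10 nM enzyme; 50 nM substrate (final) initiates; reads at 0/10 min.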
BLM inh = Bloom syndrome helicase (human) inhibition; actives 0.2% (n = 350,000); Potency, µM (highest dose often 56.1 µM), inactives show at the top dose activity change, negative = inhibition, actives largely listed as inhibitors; recombinant BLM DNA unwinding, fluorescence dequenching; P54132;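 note: plate controls were vehicle for no effect and no enzyme for full effect; nearly all actives have a fitted effect of over 35% in size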
Target sequence (P54132 whole entry, looked up): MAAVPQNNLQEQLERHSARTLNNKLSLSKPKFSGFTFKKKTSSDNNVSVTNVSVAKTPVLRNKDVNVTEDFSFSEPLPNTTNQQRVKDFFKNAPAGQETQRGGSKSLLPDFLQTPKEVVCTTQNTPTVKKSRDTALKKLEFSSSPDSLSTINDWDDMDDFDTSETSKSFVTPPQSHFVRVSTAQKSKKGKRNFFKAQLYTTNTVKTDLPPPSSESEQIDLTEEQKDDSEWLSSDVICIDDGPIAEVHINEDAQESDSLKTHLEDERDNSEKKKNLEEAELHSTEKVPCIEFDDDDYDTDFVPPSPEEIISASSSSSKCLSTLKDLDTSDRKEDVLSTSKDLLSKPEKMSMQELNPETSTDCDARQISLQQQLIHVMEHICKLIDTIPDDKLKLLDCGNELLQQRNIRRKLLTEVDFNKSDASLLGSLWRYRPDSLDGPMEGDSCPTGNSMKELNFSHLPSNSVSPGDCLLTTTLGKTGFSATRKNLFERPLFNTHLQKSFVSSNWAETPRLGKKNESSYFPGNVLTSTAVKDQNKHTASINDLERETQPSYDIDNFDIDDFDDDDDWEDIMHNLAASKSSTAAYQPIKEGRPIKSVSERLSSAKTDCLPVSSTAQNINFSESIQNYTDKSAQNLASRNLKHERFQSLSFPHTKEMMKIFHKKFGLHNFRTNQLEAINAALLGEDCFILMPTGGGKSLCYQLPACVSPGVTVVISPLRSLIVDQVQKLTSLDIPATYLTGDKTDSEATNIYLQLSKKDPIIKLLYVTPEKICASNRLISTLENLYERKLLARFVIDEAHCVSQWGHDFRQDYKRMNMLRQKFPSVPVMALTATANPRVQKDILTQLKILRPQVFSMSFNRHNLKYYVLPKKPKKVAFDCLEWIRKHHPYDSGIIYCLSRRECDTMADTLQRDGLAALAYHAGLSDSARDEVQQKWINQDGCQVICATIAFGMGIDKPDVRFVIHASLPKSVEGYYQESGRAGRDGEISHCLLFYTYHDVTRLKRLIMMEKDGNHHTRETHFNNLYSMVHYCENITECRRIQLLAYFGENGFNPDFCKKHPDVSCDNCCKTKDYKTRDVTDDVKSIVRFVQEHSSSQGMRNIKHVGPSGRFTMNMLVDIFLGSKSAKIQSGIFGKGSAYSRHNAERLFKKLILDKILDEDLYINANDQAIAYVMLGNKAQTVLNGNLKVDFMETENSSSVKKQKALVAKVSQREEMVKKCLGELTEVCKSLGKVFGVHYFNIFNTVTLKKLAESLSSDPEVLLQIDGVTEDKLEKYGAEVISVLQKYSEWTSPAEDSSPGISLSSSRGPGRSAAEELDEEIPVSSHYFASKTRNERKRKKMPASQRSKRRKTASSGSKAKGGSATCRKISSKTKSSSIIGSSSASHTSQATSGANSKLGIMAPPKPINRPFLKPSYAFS
The depositor's hits bear a star; ? = inconclusive; nt = no result given; [ ] = dose if it differs, or a comment. Calls come from the whole dose curve; as a rule, active = well fitted curve in the direction sought with a large enough effect; inconclusive = small, poorly fitted or top-dose-only effect, or another doubt; inactive = no such curve, though single readings can be large; an effect the other way counts as inactive or inconclusive. Potency is the fitted concentration of half-maximal effect.

SMILES | BAZ2B block | Pol eta inh | G9a inh | Pol beta inh | APE1 inh | POLI inh | JMJD2A Tudor inh | POLK inh | BLM inh
CN(Cc1cc(=O)n2ccsc2n1)Cc1nc2ccccc2c(=O)[nH]1 | nt | -14% | ? | 0% | -3% | 2% | -15% | -10% | 1%
O=C(NC(=S)Nc1ccc(CN2CCOCC2)cc1)c1ccc(-c2ccc(Cl)cc2)o1 | -6% | -12% | nt | -20% | 8% | -11% | -14% | 6% | -8%
Cc1ccc(Cn2c(SCC(=O)NCc3ccc(Cl)cc3)nc3ccsc3c2=O)cc1 | -37% | -10% | ? | 25% | nt | 18% | 4% | 0% | -1%
Fc1ccc(-c2noc3ncnc(NCCc4ccccc4)c23)cc1 | 22%[57.1 µM] | 11% | 6%[59 µM] | 28% | nt | 10% | 16% | 3% | 0%
COc1cc2c(cc1OC)C(COc1ccccc1OC)N(C(=O)C(C)(C)C)CC2 (stereo not given) | -1% | -12% | ? | 30% | 13% | 69%[activator] | -27% | 3% | -5%
Cc1nc2ccccc2nc1SCC(=O)c1ccccc1 | 31% | -4% | ? | 1% | 18% | 17% | 6% | -3% | -1%
CC(C)C[C@H]1CN=C(Nc2ccccc2)N1CC1CCC(C)CC1 (stereo not given in full) | -7% | ? | ? | 30% | 13% | -11% | -23% | -21% | 1%
Cc1cccn2cc(CNS(=O)(=O)c3cccc(F)c3)nc12 | 3% | -2% | -7%[59 µM] | 7% | 3% | 4% | -10% | -1% | 5%
CCOC(=O)c1cnc2ccc(OCC)cc2c1NCCCN1CCOCC1 | 3% | -8% | ? | -29% | -1% | -24% | -6% | -1% | 32%[activator]
CN=C1SC(C(=O)Nc2ccccc2Cl)CC(=O)N1c1ccc(OC(F)(F)Cl)cc1 (stereo not given) | 4% | -7% | 0% | 20% | -7% | 59%[activator] | -17% | -14% | -2%
CC(=O)N/N=C/c1ccc(OCCOc2ccc(Br)cc2)cc1 | 7% | -5% | 10% | 44% | -3% | 12% | -10% | -22% | 1%
COc1cccc(NC(=O)CSc2nccn(-c3ccc4c(c3)OCCO4)c2=O)c1 | -25% | 3% | ? | nt | -1% | 22% | -28% | -3% | nt

Another view of some results above.
molecule	BAZ2B block	Pol eta inh	G9a inh	Pol beta inh	APE1 inh	POLI inh	JMJD2A Tudor inh	POLK inh	BLM inh
Fc1ccc(-c2noc3ncnc(NCCc4ccccc4)c23)cc1	22%[57.1 µM]	11%	6%[59 µM]	28%	nt	10%	16%	3%	0%
CC(C)C[C@H]1CN=C(Nc2ccccc2)N1CC1CCC(C)CC1 (stereo not given in full)	-7%	?	?	30%	13%	-11%	-23%	-21%	1%
O=C(NC(=S)Nc1ccc(CN2CCOCC2)cc1)c1ccc(-c2ccc(Cl)cc2)o1	-6%	-12%	nt	-20%	8%	-11%	-14%	6%	-8%

Carrying on.
SMILES | BAZ2B block | Pol eta inh | G9a inh | Pol beta inh | APE1 inh | POLI inh | JMJD2A Tudor inh | POLK inh | BLM inh
OCCCNC(c1ccccc1)c1ccc(O)cc1 (stereo not given) | 10% | -17% | 11µM* | 25% | -2% | -4% | 16% | -1% | 2%
CS(=O)(=O)N1CCC2(CCCN(Cc3ccc(C#N)cc3)C2)CC1 | nt | nt | -6%[12.7 µM] | nt | 2% | nt | nt | -4%[60.1 µM] | 3%
COc1ccc(N2CCN(C(=O)c3ccc(NS(=O)(=O)c4ccc(F)cc4)cc3)CC2)cc1 | ? | -3% | ? | -2% | 0% | 0% | ? | -2% | -6%
CCOC(=O)c1[nH]c2ccccc2c1NC(=O)CC(C)(C)C | 0% | -25% | 50µM* | 12% | 11% | 13% | -10% | -8% | -2%
Cc1cc(Cl)ccc1OC(C)C(=O)NCCCn1ccnc1 (stereo not given) | ? | -24% | -36% | -13% | 5% | 104%[activator] | -11% | -15% | -4%
O=C(c1cc2ccccc2oc1=O)N1CCN(c2ccc(Cl)cc2)CC1 | 0% | -14% | -6%[59 µM] | 15% | nt | 12% | 1% | -2% | -3%
O=C(Nc1ccccc1)c1cc(N2CCOCC2)nc2ccccc12 | 26% | -13% | -9% | 5% | 4% | -6% | 24% | 4% | -3%
Nc1nnnn1CC(=O)N/N=C/c1cc([N+](=O)[O-])ccc1O | 19% | -2% | 24% | 0% | -1% | 6% | 20µM* | 0% | 0%
CCCOC(=O)c1cccc(Nc2nc(C(=O)OCC)nc3ccccc23)c1 | 3% | nt | 6%[59 µM] | 21% | nt | -4% | -18% | -14% | -5%
N#CC1(NC(=O)CN2C(=O)NC3(CCCCCC3)C2=O)CCCCC1 | 9% | -14% | 7%[12.7 µM] | nt | 26% | 28% | -6% | -6% | nt
Cc1ccccc1Nc1cccc2nonc12 | 291%[activator] | -5% | 184%[activator][59 µM] | -1% | -1% | 9% | 321%[activator] | -6% | -15%
CC1CCN(S(=O)(=O)c2cc(F)ccc2CN2C(=O)c3cccnc3C2=O)CC1 | 56µM* | -3% | -2% | 2% | 48% | -8% | -2% | 9% | -1%
N#CCSc1ncnc2sc3c(c12)CCC3 | -2% | 89µM* | 21%[59 µM] | ? | 13% | ? | ? | ? | -13%
CN(C)c1ncc2nc(-c3cc(F)cc(F)c3)c(=O)n(CCc3ccccc3)c2n1 | nt | nt | 6%[0.501 µM] | nt | 7% | nt | nt | 0%[60.1 µM] | -1%
CC1(C)CC2CC(C)(CN2C(=O)COC(=O)c2n[nH]c(=O)c3ccccc23)C1 (stereo not given) | 12% | -10% | 9%[59 µM] | 26% | 9% | -2% | 0% | 6% | 1%
Cc1ccc(N=C2NC(=O)/C(=C\c3ccsc3)S2)c(C)c1 | -35% | ? | 13%[59 µM] | ? | -1% | -29% | ? | 2% | -3%
COc1ccc(Cn2c(SCC(=O)N(C)Cc3ccccc3)nc3ccccc32)cc1 | -13% | -26% | -23%[12.7 µM] | -27% | nt | -19% | -10% | -4%[60.1 µM] | -8%
CN(C)S(=O)(=O)n1cnc(-c2ccccc2)c1-c1ccccc1 | 7% | 4% | 5%[59 µM] | 1% | 1% | 2% | -24% | -16% | -2%
CCn1c2ccccc2c2nnc(N3CCN(c4ccc(OC)cc4)CC3)nc21 | -3% | 5% | -12%[59 µM] | -9% | nt | 12% | -13% | -9% | -7%
COc1ccc(CN(C)CC(=O)NC(=O)NC2CCCCC2)cc1 | 6% | -18% | 9%[12.7 µM] | nt | 19% | 24% | 5% | 2% | nt
O=C(NCc1ccc(F)cc1)N1CCc2ccccc2C1 | 3% | -22% | -2% | 1% | 58%[activator] | 39%[activator] | -25% | 12% | 0%
O=C(CN1C(=O)c2ccccc2S1(=O)=O)Nc1cc(S(=O)(=O)N2CCCCC2)ccc1Cl | 2% | -19% | ? | nt | -2% | -17% | -16% | -6% | nt
O=C(Nc1ccc(Cl)c(Cl)c1)N(CCCN1CCOCC1)Cc1cccs1 | 4% | -6% | -8% | 5% | -6% | 0% | -12% | -14% | -1%
O=C(O)c1ccc(-n2nnnc2SCc2ccccc2F)cc1 | 3% | -13% | ? | 10% | 0% | -18% | -34% | -8% | 2%
COc1ccc(C2CC(c3ccccc3OC(=O)/C=C/c3ccccc3)=NN2C(C)=O)cc1 (stereo not given) | -19% | -7% | -24% | -11% | -1% | -14% | -32% | -8% | -10%
COc1cc(C(c2sc3nc(C)nn3c2O)N2CC(C)OC(C)C2)cc(OC)c1OC (stereo not given) | 5% | -18% | -4%[59 µM] | -13% | 1% | 26% | -18% | -11% | 2%
CCCCn1c(N)c(N(CCOC)C(=O)C2CCN(S(=O)(=O)c3ccc(C)cc3C)CC2)c(=O)[nH]c1=O | -3% | -5% | ? | nt | -4% | 10% | -7% | -18% | nt
Cc1csc(NC(=O)CSc2ccc(-c3ccccc3)nn2)n1 | -27% | 2% | -28% | -2% | 1% | 78%[activator] | -18% | -9% | -8%
COc1ccc(N(CC(=O)Nc2cccc(C(F)(F)F)c2)S(=O)(=O)c2c(C)[nH]c(=O)[nH]c2=O)cc1 | -35% | 6% | nt | 14% | -5% | 12% | -13% | -5% | -4%
CCCCNC(=O)CCC1N=C2c3ccccc3N=C(SCC(=O)NCCc3ccc(OC)c(OC)c3)N2C1=O (stereo not given) | -3% | -10% | 5%[59 µM] | 2% | nt | 1% | -27% | -2%[60.1 µM] | 2%
CCOC(=O)C(CC)Sc1ncnc2c1nnn2-c1ccc(F)cc1 (stereo not given) | 3% | 1% | 34%[activator] | 17% | 2% | 0% | 11% | -9% | 2%
COc1ccc(/C=C/c2nc3ccccc3n2Cc2ccccc2OC)cc1 | 25% | -27% | 53%[activator][59 µM] | 3% | 10% | 43%[activator] | 38%[activator] | -9% | -6%
CCCSc1cc(N2CCCC2)nc(-c2ccccc2)n1 | 26% | -6% | 95%[activator] | 26% | -1% | 7% | 121%[activator] | -17% | -4%
COC(=O)c1cc(NC(=O)c2cc(-c3ccccc3Cl)oc2C(F)(F)F)ccc1N1CCOCC1 | -21% | -24% | ? | 2% | -1% | 22% | ? | -4% | -9%
OC(COc1ccc2c(c1)CCC2)CN1CCN(c2cccc(Cl)c2)CC1 (stereo not given) | ? | -12% | 16%[12.7 µM] | 2% | -8% | -19% | -31% | -7% | -13%
CCN(CC)c1ccc(/C=C2\C(=N)N3N=C(CC(=O)N4CCOCC4)SC3=NC2=O)cc1 | -15% | -4% | -26% | 12% | 16% | ? | -6% | -38% | -1%
CC(=O)OCC(=O)[C@@]12OC(C)(C)O[C@@H]1C[C@H]1[C@@H]3C[C@H](F)C4=CC(=O)C=C[C@]4(C)[C@@]3(F)[C@@H](O)C[C@@]12C | -22% | -16% | ? | 3% | 8% | -10% | -2% | -12% | -12%
O=C(COc1ccccc1)N(Cc1ccco1)C1CCS(=O)(=O)C1 (stereo not given) | 1% | -6% | ? | 5% | 7% | 12% | -22% | -4% | -3%
Cc1ccc(C(=O)N/C(=C\c2ccccc2)C(=O)NCc2ccncc2)cc1 | 50µM* | -4% | -7%[0.0925 µM] | -16% | 0% | 38%[activator] | -4% | -4% | 0%
COc1ccc(OC)c(NC(=O)NNC(=O)CCCOc2ccc(Cl)cc2C)c1 | ? | -27% | ? | -1% | -5% | 119%[activator] | ? | -10% | -9%
CCCCN1C(=O)CN(CCc2ccccc2)C(=O)C1c1ccc(OC)cc1 (stereo not given) | -11% | -8% | 12% | 43%[activator] | -3% | -5% | -13% | -8% | -2%

Only part of the results is shown, so the mix of outcomes need not match the whole.
